# EPAC2 ag: qHTS for Agonist of cAMP-regulated guanine nucleotide exchange factor 4 (EPAC2): primary screen; Rap guanine nucleotide exchange factor 4 (Homo sapiens), Q8WZA2; EPAC2 activation, biochemical qHTS; response scale: 100% = 6.5 mM cAMP response; Potency, µM (highest dose often 154 µM), inactives show at the top dose activation, actives largely listed as activators; 0.079% of 360,000 active; AID 720711, 2013; note: potency is the fitted concentration of half-maximal effect; nearly all actives have a fitted effect of over 50% in size
# Target sequence (Q8WZA2 whole entry, looked up): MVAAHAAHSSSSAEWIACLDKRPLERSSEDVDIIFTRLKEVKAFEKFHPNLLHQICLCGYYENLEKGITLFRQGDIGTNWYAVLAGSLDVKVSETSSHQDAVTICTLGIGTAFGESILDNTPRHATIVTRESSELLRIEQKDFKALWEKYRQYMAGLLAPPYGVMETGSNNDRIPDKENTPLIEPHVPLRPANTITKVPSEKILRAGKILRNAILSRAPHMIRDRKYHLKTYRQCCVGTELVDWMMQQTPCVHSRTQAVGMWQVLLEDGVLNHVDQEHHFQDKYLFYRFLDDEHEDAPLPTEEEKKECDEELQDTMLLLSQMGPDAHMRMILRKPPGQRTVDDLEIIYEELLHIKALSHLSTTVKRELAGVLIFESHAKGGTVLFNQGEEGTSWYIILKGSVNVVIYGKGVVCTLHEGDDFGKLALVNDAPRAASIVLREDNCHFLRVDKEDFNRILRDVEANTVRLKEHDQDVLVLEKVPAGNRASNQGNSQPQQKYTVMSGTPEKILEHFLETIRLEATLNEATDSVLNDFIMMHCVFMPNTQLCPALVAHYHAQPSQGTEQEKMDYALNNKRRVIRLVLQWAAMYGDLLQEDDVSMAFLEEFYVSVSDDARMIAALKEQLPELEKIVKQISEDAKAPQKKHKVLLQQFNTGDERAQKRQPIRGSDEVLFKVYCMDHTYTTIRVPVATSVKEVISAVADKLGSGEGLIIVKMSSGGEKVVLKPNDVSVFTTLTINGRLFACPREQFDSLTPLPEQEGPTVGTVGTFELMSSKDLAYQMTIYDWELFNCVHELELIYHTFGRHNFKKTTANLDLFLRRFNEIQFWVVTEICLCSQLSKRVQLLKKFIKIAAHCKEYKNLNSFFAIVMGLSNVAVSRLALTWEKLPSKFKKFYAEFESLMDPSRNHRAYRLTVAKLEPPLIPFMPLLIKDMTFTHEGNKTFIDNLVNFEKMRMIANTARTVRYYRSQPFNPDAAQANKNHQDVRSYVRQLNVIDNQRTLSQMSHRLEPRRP
#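 Compounds were titrated in qHTS against a Rap1B-BODIPY-GDP (250 nM) complex with EPAC2 (100 nM) and GDP (50 uM). BODIPY-GDP release tracked at 480/540 nm over 30 min at room temperature, normalized to 6.5 mM cAMP.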
# Akt phos inh: HTS Assay for Inhibitors of Akt Phophorylation: Primary Screen; Neuro2A IGF-stimulated pAkt S473 HTRF, 20 min; hits give low values; activity change, % for hits at 50 µM; 0.32% of 360,000 active; in the data active = activity change below about -80%; inconclusive = mostly about -51% to -80%; note: % is set by controls: 0 for no effect and ±100 for the full control effect
#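 Single-point screen (50 µM final compound) in Neuro2A cells stimulated 20 min with 6 nM IGF at 37 deg C. After lysis, Ser473-phosphorylated Akt read by HTRF (ex 330 nm, em 615/665 nm) as the 665/615 ratio.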
# DRD3 antagonist: qHTS of D3 Dopamine Receptor Antagonist: qHTS; D3R cells, DiscoveRx beta-arrestin luminescence, antagonist mode; hits give low values; max response, negative = inhibition, %; D(3) dopamine receptor (Homo sapiens), P35462; 2.5% of 360,000 active; AID 652054, 2013; in the data active = max response below about -50%; inconclusive = no clear call, values can overlap the other calls; note: % is set by controls: 0 for no effect and ±100 for the full control effect; mostly tested at two doses, the higher about 12 µM
#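 Cells plated overnight at 1500 cells/well, then exposed to library compounds with dopamine controls for 90 minutes at 37 degrees C. DiscoveRx reagent added for 30–60 minutes at room temperature; luminescence read, quantitative HTS format.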
# Mm-Cpn inhibitor: Inhibitors of TCP-1 ring complex (TRiC) of Methanococcus maripaludis (MmCpn): qHTS | 0.031% of 330,000 active | AID 504842, 2011 | Potency, µM (series often up to 76.9 µM), for inactives: at the highest dose activity, negative = inhibition, actives largely listed as inhibitors | purified Mm-Cpn ATPase, ADP Transcreener TR-FRET | Chaperonin Mm-Cpn (Methanococcus maripaludis); note: potency is the fitted concentration of half-maximal effect; % is set by controls: 0 for no effect and ±100 for the full control effect; nearly all actives have a fitted effect of over 80% in size
#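 Measured: ADP formation by purified Mm-CPN. Conditions: 25 nM protein, 10 uM ATP, Tris pH 7.4 with Mg2+, K+ and DTT, 37°C for 30 min. Detection: Transcreener HTRF after 30 min at room temperature.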
# CCT modulator: High-Throughput Screening for Modulators of Cytosolic Chaperonin Activity. purified chaperonin ATPase assay, HTRF ADP detection, 30 min. activity change, % (no concentration beside the values), hits read low. 0.3% of 360,000 active. AID 651819, 2012; in the data active = activity change below about -30%; note: % is set by controls: 0 for no effect and ±100 for the full control effect
#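 TRiC at 40 or 20 nM final (batch-dependent) in 30 mM Tris pH 7.4, 100 mM KCl, 5 mM MgCl2, 1 mM DTT, with compound at single 76 uM and 10 uM ATP, 30 min at 37 deg C. ADP detected by HTRF Transcreener, 665/615 ratio.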
# D3 ag: qHTS of D3 Dopamine Receptor Agonist: qHTS | max activation, % | 0.58% of 410,000 active | D(3) dopamine receptor (Homo sapiens), P35462 | AID 652048, 2013 | D3R DiscoveRx beta-arrestin cells, luminescence, 90 min; in the data active = max activation above about 30%; note: 0% is about no effect; mostly tested at two doses, the higher about 12 µM
#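 Cells at 1500/well, incubated overnight, then treated with pinned compounds (dopamine as control) for 90 min at 37 degrees C. DiscoveRx reagent added for 30 - 60 minutes at room temperature; luminescence read.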
# EPAC2 antag: qHTS for Antagonist of cAMP-regulated guanine nucleotide exchange factor 2 (EPAC2): primary screen. Potency, µM (series often up to 114 µM), for inactives: top-dose activity, negative = inhibition, usual class: inhibitors. EPAC2 GEF exchange of Rap1B-BODIPY-GDP, fluorescence. 0.18% of 360,000 active; note: potency is the fitted concentration of half-maximal effect; % is set by controls: 0 for no effect and ±100 for the full control effect; nearly all actives have a fitted effect of over 45% in size; many of its hits are not listed in these tables
# PTHR1 ag: qHTS for PTHR1 Agonists: Primary Screen. HEK293 GP2 PTHR1 cells, GloSensor cAMP luminescence, 1 h. 0.075% of 410,000 active. Parathyroid hormone/parathyroid hormone-related peptide receptor (Homo sapiens), Q03431. Potency, µM (highest dose often 115 µM), inactives show top-dose activation, usual class: activators. AID 743266, 2014; note: potency is the fitted concentration of half-maximal effect; nearly all actives have a fitted effect of over 55% in size; some results filed as inactive show a strong effect at the top dose; inactives centre near -15; many of its hits are not listed in these tables
#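 HEK-293-derived GP2 cells expressing PTHR1 and a GloSensor cAMP reporter, 3,000/well, plated overnight, given luciferin plus IBMX (each 0.5 mM as added) for 1 h at 37 °C, then compound for 1 h at 37 °C. Luminescence was read after 15 min at room temperature.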
# Active calls of the source: *; i = inactive; ? = inconclusive; nt = not tested or not shown; [ ] = dose if it differs, or a comment. Unless noted, calls come from the whole dose curve; as a rule, active = well fitted curve in the direction sought with a large enough effect; inconclusive = small, poorly fitted or top-dose-only effect, or another doubt; inactive = no such curve, though single readings can be large; an effect the other way counts as inactive or inconclusive. This is a subset (hit frequency here may not be typical).
SMILES,EPAC2 ag,Akt phos inh,DRD3 antagonist,Mm-Cpn inhibitor,CCT modulator,D3 ag,EPAC2 antag,PTHR1 ag
O=C(CN(c1cc(C(F)(F)F)ccc1Cl)S(=O)(=O)c1ccccc1)NCc1cccnc1,-9%,i,1,-1%,-4.6,2,0%,-7%
C=CCc1c(C)nc2c(-c3ccccc3)cnn2c1N1CCOCC1,8%,i,43,1%,1.5,10,0%,i
N#Cc1nc(-c2cccs2)oc1NCCc1ccccc1,-3%,i,3,-8%,-0.1,6,-2%,-27%
COc1cc(C(=O)O/N=C(\N)c2ccncc2)cc(OC)c1OC,14%,i,-9,1%,-0.8,9,-11%,i
Cc1c(NC(=O)c2cc3c(s2)CCCC3)c(=O)n(-c2ccccc2)n1C,5%,i,7,-1%,-1.8,-2,-2%,i
Cc1[nH]c2ccc(C(=O)NCC(C)(C)N3CCOCC3)cc2c1C,8%,i,5,-1%,-2.8,-10,1%,i
CC(=O)Nc1ccc(S(=O)(=O)NCC(=O)OCC(=O)NNC(=O)c2ccccc2)cc1,0%,i,0,0%,2.0,-2,-1%,-10%
O=C1c2ccccc2C(=O)N1CCC#C/C=C1\c2ccccc2C(=O)N1c1ccccc1,10%,i,-9,nt,-5.2,-4,-1%,-20%
Cc1ccc2nsnc2c1S(=O)(=O)N(CCO)Cc1cc2cc3c(cc2[nH]c1=O)OCCO3,12%,i,-12,-1%,-2.8,5,-5%,-9%[57.5 µM]
Cc1cc2ncn(S(=O)(=O)c3ccc(F)cc3)c2cc1C,5%,i,3,0%,-1.5,14,7%,-23%
C/C(=N/N1CCN(c2ccccc2)CC1)c1cccc([N+](=O)[O-])c1,9%,i,-7,1%,1.4,4,0%,i
CCOc1ccc(CN2CCCC(CO)(Cc3ccc(F)cc3)C2)cc1 (stereo not drawn),1%,i,-20,0%,2.0,-19,29%,i

# 11 entries out of the list, ordered by length of the SMILES, ascending.
SMILES,EPAC2 ag,Akt phos inh,DRD3 antagonist,Mm-Cpn inhibitor,CCT modulator,D3 ag,EPAC2 antag,PTHR1 ag
N#Cc1nc(-c2cccs2)oc1NCCc1ccccc1,-3%,i,3,-8%,-0.1,6,-2%,-27%
Cc1cc2ncn(S(=O)(=O)c3ccc(F)cc3)c2cc1C,5%,i,3,0%,-1.5,14,7%,-23%
C=CCc1c(C)nc2c(-c3ccccc3)cnn2c1N1CCOCC1,8%,i,43,1%,1.5,10,0%,i
COc1cc(C(=O)O/N=C(\N)c2ccncc2)cc(OC)c1OC,14%,i,-9,1%,-0.8,9,-11%,i
Cc1[nH]c2ccc(C(=O)NCC(C)(C)N3CCOCC3)cc2c1C,8%,i,5,-1%,-2.8,-10,1%,i
Cc1c(NC(=O)c2cc3c(s2)CCCC3)c(=O)n(-c2ccccc2)n1C,5%,i,7,-1%,-1.8,-2,-2%,i
C/C(=N/N1CCN(c2ccccc2)CC1)c1cccc([N+](=O)[O-])c1,9%,i,-7,1%,1.4,4,0%,i
O=C1c2ccccc2C(=O)N1CCC#C/C=C1\c2ccccc2C(=O)N1c1ccccc1,10%,i,-9,nt,-5.2,-4,-1%,-20%
CC(=O)Nc1ccc(S(=O)(=O)NCC(=O)OCC(=O)NNC(=O)c2ccccc2)cc1,0%,i,0,0%,2.0,-2,-1%,-10%
O=C(CN(c1cc(C(F)(F)F)ccc1Cl)S(=O)(=O)c1ccccc1)NCc1cccnc1,-9%,i,1,-1%,-4.6,2,0%,-7%
Cc1ccc2nsnc2c1S(=O)(=O)N(CCO)Cc1cc2cc3c(cc2[nH]c1=O)OCCO3,12%,i,-12,-1%,-2.8,5,-5%,-9%[57.5 µM]

# Remaining list, next part.
SMILES,EPAC2 ag,Akt phos inh,DRD3 antagonist,Mm-Cpn inhibitor,CCT modulator,D3 ag,EPAC2 antag,PTHR1 ag
CC(C)(C)c1cc(NC(=O)CSc2nnc(N)s2)n(-c2ccccc2)n1,10%,i,0,2%,-5.3,-8,1%,-46%[inhibitor]
O=C(NCc1ccc(N2CCCC2=O)cc1)c1ccc(F)cc1,7%,i,-4,2%,-0.5,3,0%,-6%
CC(C)CC(NC(=O)C(CC(C)C)NC(=O)OC(C)(C)C)C(=O)O (stereo not drawn),-3%,i,19,3%,1.9,-2,-1%,i
CCCOc1ccc2oc(=O)c3c(c2c1)CCCN3C(=O)CN1CCc2ccccc2C1,24%,i,-27,-3%,-0.5,-6,-8%,-13%
CCOC(=O)c1cccc(NC(=O)CN2C(=O)C3CC=CCC3C2=O)c1 (stereo not drawn),1%,i,15,0%,0.9,5,6%,-4%
Cc1n[nH]c(=S)n1/N=C/c1ccccc1OCc1ccc(Cl)cc1,4%,i,-51*,1%,-1.8,-4,-1%[57.1 µM],-12%[57.5 µM]
CC(NC(=O)NC1CCCCC1)C(c1cccs1)N1CCN(Cc2ccccc2)CC1 (stereo not drawn),9%,i,-14,0%,0.8,-7,-8%,i
CCn1nnnc1SCC(=O)N1c2ccccc2Sc2ccccc21,24%,i,-11,0%,-6.6,-14,-10%,-12%
c1ccc(Cn2cc(CNc3ccccc3)nn2)cc1,1%,i,27,0%,-2.2,16,12%,-31%[inhibitor]
CN1C(=O)C2(c3ccccc31)N(C)CC(c1ccccn1)C21SC(=S)N(Cc2ccco2)C1=O (stereo not drawn),8%,i,?,-20%,-2.9,1,-1%,i
O=C(COC(=O)c1cccs1)NCC1CCCO1 (stereo not drawn),7%,i,-16,1%,-3.3,-6,-1%,i
Nc1nc(Nc2cccc(Cl)c2)nc(NCc2ccco2)c1[N+](=O)[O-],9%,i,-20,3%,2.1,-3,-9%,-30%

# Quoted at random: 2 records from the list
SMILES,EPAC2 ag,Akt phos inh,DRD3 antagonist,Mm-Cpn inhibitor,CCT modulator,D3 ag,EPAC2 antag,PTHR1 ag
Cc1[nH]c2ccc(C(=O)NCC(C)(C)N3CCOCC3)cc2c1C,8%,i,5,-1%,-2.8,-10,1%,i
C=CCc1c(C)nc2c(-c3ccccc3)cnn2c1N1CCOCC1,8%,i,43,1%,1.5,10,0%,i

# Next structures:
SMILES,EPAC2 ag,Akt phos inh,DRD3 antagonist,Mm-Cpn inhibitor,CCT modulator,D3 ag,EPAC2 antag,PTHR1 ag
CC1(C)Oc2ccc3ccc(=O)oc3c2C(/C=N/O)=C1Cl,1%,i,7,-2%,2.4,1,8%,i
COc1ccccc1C(=O)Nc1ccnn1C1CCN(C(=O)c2ccoc2)CC1,2%,i,-19,nt,0.4,-7,-1%,-16%
c1ccc(CC2CNc3ccccc3CN2)cc1 (stereo not drawn),-5%,i,-52*,-1%,1.5,-5,8%,-8%
O=C(c1ccccc1)N1CCN(C(=S)NCCc2ccccc2)CC1,6%,i,3,0%,0.9,0,6%,i
O=C1CN(C(=O)COc2ccc(Cl)c(Cl)c2)c2ccccc2N1,0%,i,5,-1%,-1.7,0,-5%,-30%[inhibitor]
O=C(O)COc1cccc(NC(=O)c2ccccc2)c1,9%,i,3,3%,-9.0,0,-3%,?
Cc1noc(C)c1S(=O)(=O)N1CCC(C(=O)N2CCN(c3ccc(Cl)cc3)CC2)CC1,8%,i,4,-4%,-0.2,-5,-6%,-5%[57.5 µM]
CSc1nnc(-c2sccc2OCc2ccc(C)cc2)n1C,3%,i,-18,0%,1.0,14,17%,-18%[57.5 µM]
CC(Nc1nc2ncn(Cc3ccccc3)c2c(=O)[nH]1)C(=O)O (stereo not drawn),11%,i,2,0%,0.2,-7,4%,-11%
C=CCNC(=O)c1ccc(OC)cc1,-2%,i,0,-3%,1.3,-1,7%,?
CC1CCN(c2nc(N(C)c3ccccc3)nc(N)c2[N+](=O)[O-])CC1,13%,i,-10,-1%,-1.9,-10,?,-79%
COC(=O)c1sc2nc(CN3CCN(c4cccc(C(F)(F)F)c4)CC3)[nH]c(=O)c2c1C,-6%,i,-2,2%,-3.6,1,-11%,i
CN(C)C(CNC(=O)CCNC(=O)c1ccccc1Cl)c1ccco1 (stereo not drawn),1%,i,13,-3%,1.7,2,-4%,i
O=[N+]([O-])c1cccc(CSc2cccc[n+]2[O-])c1,2%,i,-8,0%,-1.2,0,8%,-1%
Cc1ccc(NC(=O)CN2C(=O)NC3(CCCC3)C2=O)c(Cl)c1,0%,i,-12,0%,1.6,-14,5%,-14%
C=CCOc1ccc(C[C@H](N)C(=O)NC[C@H]2O[C@@H](n3ccc(N)nc3=O)[C@H](O)[C@@H]2O)cc1,4%,i,1,nt,0.0,2,2%,-24%
Cn1ccnc1C1CCCCN1C(=O)c1cc(COc2ccc(F)cc2F)on1 (stereo not drawn),6%,i,-16,0%,-22,-8,-4%,-15%
Cc1ccc2nc(SCC(=O)Nc3ccccc3F)nc(=O)n2c1,2%,i,3,-3%,-0.1,3,2%,i
CCOC(=O)C1(C(F)(F)F)N=C(c2cccnc2)OC(N2CCOCC2)=N1 (stereo not drawn),-1%,i,-59*,0%,-3.4,-2,13%,i
CC(Nc1nc(-c2ccccc2F)nc2ccccc12)c1ccccc1 (stereo not drawn),8%,i,-29,-2%,0.5,5,-9%,-8%
COc1ccc(OCC(=O)NNC(=S)NC(=O)c2ccc([N+](=O)[O-])cc2)cc1,3%,i,?,1%,-9.0,-5,3%,i
COc1cccc(-c2ccc3c(c2)C2CC3CCN2C(=O)c2ccc(-c3ccccc3)cc2)c1 (stereo not drawn),19%,i,-22,nt,-0.2,0,1%,-24%
O=C(CSc1nc2ncccc2[nH]1)c1ccc2c(c1)OCO2,3%,i,6,0%,2.0,-12,2%,-22%
COc1ccc(-c2nc(SCc3ccccc3)n(S(C)(=O)=O)n2)cc1,27%,nt,?,2%,1.7,-1,30%,-12%

# Bioassay records from PubChem BioAssay.
